Compound activity: PubChem, several laboratories
MrgX1 ag = activates human MrgX1 receptor signaling; AID 588627; 310,000 compounds, 0.44% hits; MrgX1-HEK293 cells, Fluo-4 calcium fluorescence, agonist mode; active compounds read high; B-score at 10 µM; Q96LB2;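 active = calcium response B-score plate-corrected fluorescence ratio at least 3 library SD, with starting fluorescence B-score inside 5 SD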
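Material – MrgX1-expressing HEK293 cells · Input – 15,000 cells seeded per well · Dosing – compound as first of three additions · Times – overnight seeding, then 1 h dark dye loading · Measured by – kinetic Fluo-4 NW fluorescence of intracellular calcium · Read-out – B-scored fluorescence response ratio · Benchmarks – positive and negative control wells on each plate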
PolyA inhibitor = inhibitors of polyadenylation in S. cerevisiae | S. cerevisiae SKY197-pL101 polyadenylation reporter, beta-gal luminescence; efflux-impaired pdr1/pdr3 knockout yeast; score 100 = 6 SD above DMSO | calls only at 12 µM | 300,000 compounds, 0.02% hits;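 active = lowest replicate activity score at least 50, where 100 means six control SD above control mean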;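 note: yeast exposed to compound for 9 h at 30 °C; higher score means more reporter readthrough which indicates perturbed polyadenylation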
AI-2 QS modul = Vibrio harveyi AI-2 quorum sensing modulation; Vibrio harveyi JMH597 AI-2 luminescence/OD600 ratio, 9 h; active compounds read low; strain lacks LuxN and CqsS sensors; 0 = neutral-control median; activity change, % at 7.5 µM; 300,000 compounds, 0.4% hits; in the data active = activity change below about -75%, passing the limit was not always enough;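 note: luminescence divided by OD600 gain over 9 h not by final OD600 alone; inactives centre near 13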
MrgX1 PAM = human MrgX1 positive allosteric modulation, primary screen; Q96LB2; MrgX1-HEK293, Fluo-4 calcium flux, FDSS; active compounds read high; B-score at 10 µM; 310,000 compounds, 0.63% hits; AID 588675;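 active = plate-corrected calcium response at least 3 library SD above typical, normal starting fluorescence, not activating the receptor alone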;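 note: compound read alongside a low EC10 to EC30 dose of BAM8-22 agonist; peak minus trough fluorescence over baseline measured at the second addition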
TRPC4 block = TRPC4 (mouse) channel inhibition; Q9QUQ5; HEK293 TRPC4beta/mu-opioid, DAMGO-evoked Fluo4 calcium flux; active compounds read low; AID 2247; 300,000 compounds, 0.39% hits; B-score at 10 µM;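 active = B-score over 3 SD under the library average, no early fluorescence shift, positive overall ratio signal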
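material = TRPC4beta/mu-opioid receptor HEK293 cell line | probe or stimulus = sequential submaximal and maximal DAMGO stimulation | compound dosing = one concentration per compound | measured by = Fluo4 Ca2+ flux fluorescence | evaluation = integrated fluorescence ratio relative to baseline, converted to per-well B score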
MrgX1 antag = human MrgX1 receptor antagonism, primary screen; AID 588676; 310,000 compounds, 1.3% hits; B-score at 10 µM; MRGX1-HEK293 calcium flux, Fluo-4, BAM8-22 antagonism; active compounds read low; Q96LB2;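 active = calcium-response B-score plate-corrected more than 3 library SD below zero, starting fluorescence within 5 deviations, no agonist response on first addition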;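 note: peak minus trough fluorescence over baseline after final BAM8-22 challenge near maximal dose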
TRPC4 act = TRPC4 (mouse) channel activation | Q9QUQ5 | HEK293 TRPC4beta/mu-opioid, Fluo4 calcium fluorescence; active compounds read high | B-score at 10 µM | 310,000 compounds, 0.49% hits;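 active = B-score above 5 SD of library B-scores, and initial fluorescence ratio not above library mean plus 5 SD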;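 note: positive B-score marks a calcium rise read as TRPC4 activation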
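Assay system – TRPC4beta and mu-opioid receptor HEK293 stable cells · Measured by – Fluo4 fluorescence, kinetic · Schedule – dye loading 45 min room temperature, 110 s kinetic read · Read-out – B-scored integrated calcium fluorescence ratio · Controls – buffer and maximal DAMGO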
TRPC4 potent = allosteric potentiators of mouse TRPC4 channel | HEK293 TRPC4beta/mu-opioid, DAMGO EC20, Fluo-4 Ca2+ flux; active compounds read high | 310,000 compounds, 0.42% hits | B-score at 10 µM | Q9QUQ5 | AID 2227;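 active = B-score of calcium response area above 5 SD of library B-scores, with initial fluorescence ratio within 5 SD of library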;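 note: B-score of integrated fluorescence ratio over time as area under calcium response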
HIF activator = HIF pathway transcriptional activation; U2OS HRE-luciferase reporter, luminescence; normalized: DMSO 0%, desferrioxamine 100%; activation, % at 7.5 µM (by protocol); 300,000 compounds, 0.32% hits;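 active = mean activation of at least 10% of the iron chelator positive control signal, with at least half of replicates also reaching 10%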
TRPC6 act = mouse TRPC6 channel activation | Q61143 | HEK293-TRPC6 membrane potential dye fluorescence; active compounds read high | B-score at 10 µM | 310,000 compounds, 0.13% hits;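 active = B-score of the integrated fluorescence ratio above library mean plus 3 SD, and starting fluorescence ratio within library mean plus 5 SD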;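 note: higher score means more depolarization so channel activation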
Target sequence (Q61143 whole entry, looked up): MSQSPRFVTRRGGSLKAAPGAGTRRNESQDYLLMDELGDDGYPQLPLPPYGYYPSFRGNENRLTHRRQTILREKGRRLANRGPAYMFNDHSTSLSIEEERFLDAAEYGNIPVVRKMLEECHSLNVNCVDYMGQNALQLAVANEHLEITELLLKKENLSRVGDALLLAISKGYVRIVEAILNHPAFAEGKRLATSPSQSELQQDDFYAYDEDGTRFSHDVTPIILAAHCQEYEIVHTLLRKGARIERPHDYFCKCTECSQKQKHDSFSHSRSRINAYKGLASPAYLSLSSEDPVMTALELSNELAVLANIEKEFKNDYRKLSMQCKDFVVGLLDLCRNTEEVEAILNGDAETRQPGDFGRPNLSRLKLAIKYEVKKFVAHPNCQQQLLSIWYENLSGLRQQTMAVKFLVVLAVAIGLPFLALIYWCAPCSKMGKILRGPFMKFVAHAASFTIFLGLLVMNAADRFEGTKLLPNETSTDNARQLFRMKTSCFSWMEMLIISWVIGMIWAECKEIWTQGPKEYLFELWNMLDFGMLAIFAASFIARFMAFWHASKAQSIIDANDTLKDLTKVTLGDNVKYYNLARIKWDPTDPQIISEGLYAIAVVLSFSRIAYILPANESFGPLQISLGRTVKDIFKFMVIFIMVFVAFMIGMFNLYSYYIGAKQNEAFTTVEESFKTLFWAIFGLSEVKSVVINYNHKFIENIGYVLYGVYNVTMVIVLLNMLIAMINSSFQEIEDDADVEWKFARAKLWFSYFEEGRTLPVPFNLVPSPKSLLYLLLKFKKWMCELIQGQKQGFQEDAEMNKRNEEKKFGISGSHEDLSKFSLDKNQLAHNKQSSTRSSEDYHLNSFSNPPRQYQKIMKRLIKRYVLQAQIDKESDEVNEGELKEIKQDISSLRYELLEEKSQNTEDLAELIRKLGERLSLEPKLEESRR
TRPC6 inh = mouse TRPC6 channel inhibition; B-score at 10 µM; 310,000 compounds, 1.1% hits; AID 2553; HEK293-TRPC6, membrane potential dye, ACh-evoked depolarization; active compounds read low; Q61143;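 active = B-score under library mean minus 3 SD, initial fluorescence not abnormally high, positive integrated signal ratio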;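 note: B-score derived from integrated fluorescence ratio over the kinetic read; more negative B-score means stronger inhibition of depolarization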
Numbers without * were called inactive; i = inactive; nt = not tested or not shown.

SMILES | MrgX1 ag | PolyA inhibitor | AI-2 QS modul | MrgX1 PAM | TRPC4 block | MrgX1 antag | TRPC4 act | TRPC4 potent | HIF activator | TRPC6 act | TRPC6 inh
Cc1cccc(OCCCC(=O)NNC(=O)CCN2CCN(c3ccccc3)CC2)c1 | i | i | 36 | i | i | i | i | i | -0.4 | i | i
COc1ccccc1NC(=O)c1nn(C)cc1Br | i | i | 14 | i | nt | -7.6* | nt | nt | -0.5 | nt | nt
Cc1ccc(C2CC2/C(=N/O)c2ccc(F)cc2)cc1 (stereo not drawn) | i | i | 21 | i | i | i | i | i | -5.7 | i | i
CCN=C(NCC)SC1CC(=O)N(c2ccc(OCC)cc2)C1=O (stereo not drawn) | i | i | 22 | i | i | i | i | i | -0.2 | i | i
O=C(Nc1nnc(SCC(=O)N2CCOCC2)s1)c1ccccc1 | i | i | 12 | i | i | i | i | i | 0.5 | i | i
Cc1cc(C=O)c(C)n1-c1ccc(NC2CCCC2)c([N+](=O)[O-])c1 | i | i | 16 | i | i | i | i | 13* | 0.0 | i | i
COc1ccc(Cl)cc1C(=O)N1CCN(Cc2ccc3c(c2)OCO3)CC1 | i | i | 8 | i | i | i | i | i | 0.4 | i | i
Cc1cccc(COc2ccc(/C=N/NC(=O)c3nnn(-c4nonc4N)c3C)cc2)c1 | i | i | 9 | i | i | i | i | i | 1.8 | i | i
CNS(=O)(=O)c1cnccc1N1CCN(c2cccc(Cl)c2)CC1 | i | i | 11 | i | i | i | i | i | 0.0 | i | i
CCN(CC(=O)Nc1c(F)cccc1F)C(=O)/C=C/c1ccc2c(c1)OCO2 | i | i | 27 | i | i | i | i | i | -31 | i | i
FC(F)(F)c1nc(-c2cccnc2)ncc1-c1nnnn1-c1ccccc1 | i | i | 13 | i | i | i | i | i | -1.9 | i | i
Clc1ccc(-c2nnc(-c3ccco3)nc2N2CCCCC2)cc1 | i | i | 17 | i | i | i | i | i | 0.2 | i | i
CCOC(=O)Cc1csc(SCC(=O)Nc2nccs2)n1 | i | i | -1 | i | i | i | i | i | -0.9 | i | i
COc1ccccc1NCCC(=O)O | i | i | 10 | i | i | i | i | i | -2.5 | i | i
Cc1cc(N2CC(C(=O)O)CC2=O)ccc1Br (stereo not drawn) | i | i | 32 | i | i | i | i | i | 0.3 | i | i
COc1ccc(C(=O)CN2C(=O)NC3(CCc4ccccc43)C2=O)c(OC)c1 (stereo not drawn) | i | i | 18 | i | i | i | i | i | 0.0 | i | i
COc1ccccc1NC(=O)C1=C(C)NC(SCC(=O)c2ccccc2)=C(C#N)C1c1ccco1 (stereo not drawn) | nt | i | 6 | nt | i | nt | i | i | 0.0 | i | i
COc1ccccc1N1C(=O)C2C3C=CC(CC3)C2C1=O (stereo not drawn) | i | i | 14 | i | i | i | i | i | 0.7 | i | i
O=C(COc1ccccc1)NC(=S)N1CCc2ccccc21 | i | i | -2 | i | i | i | i | i | 1.0 | i | i
CN(C)S(=O)(=O)c1cccc(NC(=O)COC(=O)c2c[nH]c(=O)[nH]c2=O)c1 | i | i | 6 | i | i | i | i | i | -0.1 | i | i
O=C(NN1CCN(Cc2ccccc2)CC1)c1ccc(Cl)cc1 | i | i | 5 | i | i | i | i | i | -0.1 | i | i
CCN(CC)c1ccc(N2C(=O)/C(=C/c3ccccn3)SC2=S)cc1 | i | i | 7 | i | i | i | i | i | 0.1 | i | i
O=Cc1cn(CC(O)Cn2cc(C=O)c3ccccc32)c2ccccc12 | i | i | 1 | i | i | i | i | i | -0.1 | i | i
COc1cccc(NC(=O)CCN2CCC(C(N)=O)CC2)c1 | i | i | 13 | i | i | i | i | i | 0.8 | i | i
O=C(CN1CCC(O)(c2ccccc2F)CC1)NCCc1c[nH]c2ccccc12 | i | i | 14 | i | i | i | i | i | nt | i | i

Brought forward from above: two compounds; new compounds follow.
SMILES | MrgX1 ag | PolyA inhibitor | AI-2 QS modul | MrgX1 PAM | TRPC4 block | MrgX1 antag | TRPC4 act | TRPC4 potent | HIF activator | TRPC6 act | TRPC6 inh
COc1cccc(NC(=O)CCN2CCC(C(N)=O)CC2)c1 | i | i | 13 | i | i | i | i | i | 0.8 | i | i
O=C(CN1CCC(O)(c2ccccc2F)CC1)NCCc1c[nH]c2ccccc12 | i | i | 14 | i | i | i | i | i | nt | i | i
COc1cc([N+](=O)[O-])ccc1NC(=O)Oc1ccc(NC(C)=O)cc1 | i | i | 1 | i | i | i | i | i | 0.4 | i | i
Cc1ccc(CC(=O)Nc2cccc(S(=O)(=O)N3CCOCC3)c2)cc1 | i | i | 10 | i | i | i | i | i | 0.0 | i | i
CCC(=O)Nc1sc2c(c1C#N)CCCCC2 | i | i | 23 | i | i | i | i | i | 0.8 | i | i
O=C(O)COc1c(F)c(F)c(C(F)(F)F)c(F)c1F | i | i | 7 | i | i | i | i | i | -0.3 | i | i
Cc1cc(N2CCN(c3cccc(C)c3C)CC2)nc(-c2ccccc2)n1 | i | i | 14 | i | i | i | i | i | 0.0 | i | i
CN(C)c1cccc2c(S(=O)(=O)N3CCCC3)cccc12 | i | i | -2 | i | i | i | i | i | 1.4 | i | i
CC1CC(C)CN(C(=O)CCNS(=O)(=O)c2ccc3c(c2)CCC(=O)N3)C1 (stereo not drawn) | i | i | 10 | i | i | i | i | i | 0.0 | i | i
COc1cc(NC(=O)C2CCN(S(=O)(=O)c3cccnc3)CC2)cc(OC)c1OC | i | nt | 3 | i | i | i | i | i | 0.0 | i | i
COCCN(C(=O)CCC(=O)Nc1nccs1)C(C(=O)NC(C)(C)C)c1ccc(F)cc1 (stereo not drawn) | i | i | 10 | i | i | i | i | i | -0.7 | i | i
CCN(CC(=O)N1CCC(C)CC1)S(=O)(=O)c1ccc(C)cc1 | i | i | -4 | i | i | i | i | i | -0.4 | i | i
O=C(CSc1nnc(CNc2ccc(F)cc2)n1Cc1ccccc1)N1CCOCC1 | i | i | 6 | i | i | i | i | i | 0.6 | i | i
Cc1cc(C)cc(NC(=S)N2CCN(c3ncccn3)CC2)c1 | i | i | 24 | i | i | i | i | i | -0.1 | i | i
COc1cccc(C(=O)NC2=NCCS2)c1OC | i | i | 18 | i | i | i | i | i | 3.1 | i | i
CC(C)(C)OC(=O)N1CCC(CC2CC(c3cccc(Br)c3)=NO2)(C(=O)NCC2CCCCC2)CC1 (stereo not drawn) | i | i | 21 | i | i | i | i | i | 0.5 | i | i
CC(=O)Nc1cccc(NC(=O)C2CCCN2C(=O)Nc2ccc(C)cc2)c1 (stereo not drawn) | i | i | 6 | i | i | i | i | i | 0.6 | i | i
CC(C)N(C(=O)CN(C#N)c1nc(N(C)C)nc(N(C)C)n1)c1ccccc1 | i | i | 8 | i | i | i | i | i | -0.4 | i | i
CC[N+]1=C(C)C(C)(C)c2cc(C)ccc21 | i | i | 14 | i | i | -4.8* | i | i | 3.2 | i | i
Cc1ccccc1NC(=S)N(CCCN1CCOCC1)Cc1ccccn1 | i | i | 27 | i | i | i | i | i | 1.0 | i | i
CCOC(=O)c1cn(CC)c2cc(N3CCN(C)CC3)c(F)cc2c1=O | i | i | 11 | i | i | i | i | i | -11 | i | i
COc1cc(OC)c(C2Nc3cccc4cccc(c34)N2)c(OC)c1 | i | i | 14 | i | i | i | i | i | -11 | i | i
COCCNc1nc2sc3c(c2c(=O)n1Cc1ccco1)CCCCC3 | i | i | 32 | i | i | i | i | i | 2.7 | i | i
CCOC(=O)C1CCCN(C(=O)C(C)Oc2ccc(Cl)cc2Cl)C1 (stereo not drawn) | i | nt | nt | i | i | i | i | i | -0.2 | i | i
Cc1cccc(N2CCN(C3=NC(=O)C(=C4CCCCC4)S3)CC2)c1 | i | i | 13 | i | i | i | i | i | 0.4 | i | i
CC(C)CNC(=O)c1cccc(C(=O)NCC(C)C)c1 | i | i | 22 | i | i | i | i | i | 0.0 | i | i
Cc1ccc(S(=O)(=O)N2CCN(CC(=O)Nc3ccc4c(c3)CCC4)CC2)cc1C | i | i | 9 | i | i | i | i | i | -1.3 | i | i

A few values from above:
HIF activator with CC(C)(C)OC(=O)N1CCC(CC2CC(c3cccc(Br)c3)=NO2)(C(=O)NCC2CCCCC2)CC1 (stereo not drawn) = 0.5
HIF activator with CN(C)c1cccc2c(S(=O)(=O)N3CCCC3)cccc12 = 1.4

The listing continues.
SMILES | MrgX1 ag | PolyA inhibitor | AI-2 QS modul | MrgX1 PAM | TRPC4 block | MrgX1 antag | TRPC4 act | TRPC4 potent | HIF activator | TRPC6 act | TRPC6 inh
C=CCOc1c(CNn2cn[nH]c2=S)cccc1OC | i | i | 6 | i | i | i | i | i | 0.2 | i | i
CC1CCN(C(=O)c2cc(S(=O)(=O)N3CCCCC3)c[nH]2)CC1 | i | i | 7 | i | i | i | i | i | -0.1 | i | i
Cc1ccc(C)n1C(Cc1ccccc1)C(=O)O (stereo not drawn) | nt | nt | 19 | nt | i | nt | i | i | -0.4 | i | i
COc1ccc(CCNC(=O)c2ccc(SC)cc2OC)cc1 | i | i | 23 | i | i | i | i | i | 0.1 | i | i
Cc1ccc(N2CCN(c3ccc(NCc4nc5ccccc5n4C)cc3)CC2)cc1 | i | i | 19 | i | i | i | 122* | i | 0.7 | i | i
COc1ccc(C2c3[nH]c4ccccc4c3C[C@H]3C(=O)N(c4ccccc4C(=O)N4CCC[C@H]4C(=O)O)C(=O)N23)cc1 (stereo partly drawn) | i | i | 3 | i | i | i | i | i | -0.3 | i | i
COCCn1c(N)c(Sc2ccc(Cl)cc2)c(=O)[nH]c1=O | i | i | 32 | i | i | i | i | i | -0.4 | i | i
CC1(OC(=O)CCc2ccccc2)C(=O)C=C2C=C(c3ccc(C#N)cc3)N(C3CCCC3)C=C2C1=O (stereo not drawn) | i | i | 34 | i | i | i | i | i | -0.3 | i | i
Cc1ccc(C)c(OCC(=O)Nc2ccc(S(=O)(=O)Nc3ccccn3)cc2)c1C | i | i | 16 | i | i | i | i | i | -0.4 | i | i
O=C(CS(=O)CC(=O)Nc1ccccc1-c1ccccc1)Nc1ccc(F)cc1 (stereo not drawn) | i | i | 4 | i | i | i | i | i | -0.7 | i | i

Some of the compounds tested. The share of hits here may be higher or lower than overall.
